CHRM1 antagonist: human M1 muscarinic receptor antagonists, primary screen, CHO-K1 cells, Fluo-8 calcium fluorescence, 1536-well; CHO-K1 hM1, ACh EC80 antagonist; inhibition, % at 3 µM; 360,000 tested, 1.3% active;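 active = percent inhibition above its own plate's cutoff, namely the mean of that plate's compound wells plus 3 SD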;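 also: peak over basal fluorescence ratio during 140 s after agonist addition; 0% = ACh EC80 plus DMSO and 100% = DMSO alone without agonist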
Target sequence (P11229 whole entry, looked up): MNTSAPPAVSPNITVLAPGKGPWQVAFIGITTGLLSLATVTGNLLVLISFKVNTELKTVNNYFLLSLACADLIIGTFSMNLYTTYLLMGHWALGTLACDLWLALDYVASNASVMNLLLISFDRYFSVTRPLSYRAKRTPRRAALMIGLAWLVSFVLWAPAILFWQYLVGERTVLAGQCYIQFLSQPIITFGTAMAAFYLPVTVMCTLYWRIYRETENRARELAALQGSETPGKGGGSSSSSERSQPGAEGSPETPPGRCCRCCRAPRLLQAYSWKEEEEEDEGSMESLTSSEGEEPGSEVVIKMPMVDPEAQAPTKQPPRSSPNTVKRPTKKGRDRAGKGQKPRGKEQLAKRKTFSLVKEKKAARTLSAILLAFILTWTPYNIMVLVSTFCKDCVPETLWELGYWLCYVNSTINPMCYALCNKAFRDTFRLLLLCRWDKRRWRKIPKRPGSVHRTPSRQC
OXTR potentiator: human OXTR potentiators, primary screen, fluorescence, CHO-OTR cells, Fluo-8 calcium; Oxytocin receptor (Homo sapiens), P30559; Fluo-8 calcium fluorescence, potentiator mode; 0% = oxytocin EC15, 100% = EC100; activation, % at 3 µM; 320,000 tested, 0.061% active; AID 2445, 2010;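 active = activation above that plate's cutoff, the mean activation of tested compounds plus 3 SD, cut at about 6.6% in these data, passing the limit was not always enough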;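 also: 100% uses oxytocin at 75 nM as the full agonist control; some results filed as inactive read as strong as hits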
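System: human OTR in CHO cells / Also added: sub-maximal oxytocin, roughly EC15 / Control set: EC15 oxytocin low, 75 nM oxytocin high / Schedule: 6 min compound pre-incubation at room temperature, 100 s kinetic read / Compound: single-point 3.0 µM / Replication: singlicate / Technique: Fluo-8 calcium dye fluorescence / Read-out basis: % activation of max/min ratio relative to oxytocin controls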
TAAR1 agonist: human TAAR1 agonists, primary screen, Fluo-8 calcium fluorescence, CHO RD-HGA16 cells. 360,000 tested, 0.99% active. activation, % at 3 µM. vehicle wells 0%, saturating PEA agonist 100%. Trace amine-associated receptor 1 (Homo sapiens), Q96RJ0;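 active = activation above the mean activation of all test compounds in the run plus 3 SD, cut at about 38% in these data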
Target sequence (Q96RJ0 whole entry, looked up): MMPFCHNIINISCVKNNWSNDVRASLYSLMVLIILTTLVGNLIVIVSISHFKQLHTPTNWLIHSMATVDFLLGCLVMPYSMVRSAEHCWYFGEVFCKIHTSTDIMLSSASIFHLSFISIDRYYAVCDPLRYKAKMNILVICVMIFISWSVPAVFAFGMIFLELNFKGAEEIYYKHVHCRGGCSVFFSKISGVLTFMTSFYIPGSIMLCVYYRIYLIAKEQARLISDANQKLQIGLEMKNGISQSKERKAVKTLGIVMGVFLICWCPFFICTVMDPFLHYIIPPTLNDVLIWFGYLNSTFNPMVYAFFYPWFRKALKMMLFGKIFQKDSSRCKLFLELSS
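Test system: RD-HGA16 (CHO) cells co-expressing Gα16 and hTAAR1; dosing: one-point dosing at 3 µM (nominal); timing: 17-24 h seeding, 75 min 37 °C dye, 30 min RT; signal: kinetic Fluo-8 calcium fluorescence; read-out basis: % activation relative to PEA EC100 response; controls: DMSO and PEA EC100; replicates: n 1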
M1 ag: human M1 muscarinic receptor agonists, primary screen, Fluo-8 calcium fluorescence, CHO-K1 cells, HTS | 360,000 tested, 0.33% active | Muscarinic acetylcholine receptor M1 (Homo sapiens), P11229 | activation, % at 3 µM | AID 588814, 2011 | CHO-K1 hM1, agonist mode; 0% DMSO, 100% acetylcholine EC100;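 active = activation above the run's mean compound activation plus 3 SD, cut at about 16% in these data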;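 also: peak over basal fluorescence ratio within a 140 s kinetic read after compound addition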
V1R ag counter: agonists of human V1a receptor, primary screen, counter-screen for OXTR agonist project, fluorescence, CHO-V1R cells; Vasopressin V1a receptor (Homo sapiens), P37288; Fluo-8 calcium fluorescence, agonist mode; 0% DMSO, 100% 3 nM vasopressin; activation, % at 3 µM; 320,000 tested, 0.25% active; AID 2797, 2010;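 active = activation above the mean activation of all tested compounds plus 3 SD, per screening run, cut at about 20% in these data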;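 also: signal is peak over basal fluorescence ratio across a 100 second FLIPR read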
OXTR ag: human OXTR agonists, primary screen, fluorescence, CHO-OTR cells, Fluo-8 calcium; Oxytocin receptor (Homo sapiens), P30559; Fluo-8 calcium fluorescence; normalized: DMSO 0%, oxytocin 100%; activation, % at 3 µM; 320,000 tested, 0.32% active;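 active = activation above the mean of all tested compounds plus 3 SD, cutoff set per screening run, cut at about 20% in these data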;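 also: peak over basal fluorescence ratio from a 100 s FLIPR kinetic read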
CHO parental Ca: ATP-evoked calcium signal inhibitors, parental CHO, primary screen, counter-screen for OX1R antagonist project, cell-based, fluorescence, Fluo-8 calcium dye. AID 463079, 2010. parental CHO-K1, ATP-induced calcium, Fluo-8 fluorescence. 330,000 tested, 0.63% active. inhibition, % at 5.6 µM;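 active = inhibition above that plate's mean sample inhibition plus 3 SD, cut at about 26% in these data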;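 also: 0% = ATP-challenged DMSO wells and 100% = DMSO wells without ATP; some compounds past the cut are filed as inactive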
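Assay system: untransfected parental CHO cell line. Also added: ATP agonist challenge. Dosing: one dose, 5.6 µM nominal. Measured by: Fluo-8 fluorescence. Read-out: % inhibition. Benchmarks: ATP wells versus no-ATP DMSO wells. Repeats: no replicates.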
M1 PAM: human M1 muscarinic receptor positive allosteric modulators, primary screen, CHO-K1 cells, Fluo-8 calcium fluorescence, 1536-well | 360,000 tested, 0.088% active | AID 588819, 2011 | activation, % at 3 µM | CHO-K1 hM1, ACh EC20; 0% = ACh EC20, 100% = maximal ACh; in the data active = activation above about 19%, passing the limit was not always enough
TAAR1 antagonist: human TAAR1 antagonists, primary screen, Fluo-8 calcium fluorescence, CHO RD-HGA16 cells; Trace amine-associated receptor 1 (Homo sapiens), Q96RJ0; AID 624466, 2012; antagonist; inhibition, % at 3 µM; 360,000 tested, 1.5% active;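 active = inhibition above a per-plate cutoff, the mean inhibition of test compounds on that plate plus 3 SD, cut at about 49% in these data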;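 also: 0% = DMSO plus EC80 beta-PEA response and 100% = DMSO alone without agonist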
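Assay system: RD-HGA16 CHO cells with stable hTAAR1 and Gα16 / Reagent: EC80 β-phenethylamine stimulus / Doses: 3 µM, single point / Timing: dye loading 75 min at 37 °C, then 30 min room temperature / Measured by: Fluo-8 intracellular calcium dye fluorescence, real-time kinetic reads / Controls: vehicle wells and EC80 agonist wells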
An asterisk follows results filed as active; x = not tested or not shown; & = joins results of further samples.

The line under a structure holds: CHRM1 antagonist, M1 PAM, OXTR ag, TAAR1 antagonist, TAAR1 agonist, M1 ag, V1R ag counter, OXTR potentiator, CHO parental Ca
> Cn1c(CN2CCN(CC#N)CC2)c(C#N)c2ccccc21
    3, 3, 0.1, 6, 2, -4, 0.8, -9, -1
> CC(C)Sc1nnc(NC(=O)c2ccc3c(c2)OCO3)s1
    -10, 6, 0.5, -9, 5, -1, 0.8, -5, -6
> Cc1ccsc1C(=O)OCC(=O)NC1CCCCC1C (stereo not drawn)
    -5, 5, -0.3, 10, 6, -5, 0.0, -3, -12
> O=C(Cn1nc(-c2cccs2)ccc1=O)Nc1ccc(Br)cc1
    -16, 12, 2.4, 3, 12, 4, 2.1, -2, -16
> COc1ccc(CCNC(=O)c2ccc(CS(=O)(=O)c3ccc(C)cc3)o2)cc1OC
    6, -2, 4.0, 35, 13, 2, 7.5, -5, -21
> CCC(C)C(=O)Nc1ncc2c(n1)CC(c1cccs1)CC2=O (stereo not drawn)
    -2, 8, -0.1, 9, 2, -4, -0.2, 1, -5
> COc1ccccc1OCCSc1nc2ccccc2n1CC(=O)O
    -24, 16, x, -14, 0, -2, x, x, x
> COc1ccc(N=C2C(=Nc3ccc(OC)cc3)N(c3ccccc3)C(=S)N2C(=O)c2ccc(Cl)cc2)cc1
    -7, 1, 0.2, -6, 26, -5, -0.8, -9, -1
> Cn1cc([N+](=O)[O-])c(C(=O)NCC(=O)O)n1
    4, 8, 0.9, -3, 1, -5, 0.7, 2, 11
> COC(Cc1ccccc1N1CCCC1=O)OC
    -2, 5, 0.2, -5, 12, -5, 1.4, -9, -4
> Cc1ccccc1C(=O)NN(C)c1nc2ccccc2nc1C(F)(F)F
    17, -7, 0.3, -7, 13, -3, 2.1, -4, -8
> COc1ccc(-c2nnc(SCC(=O)c3cccs3)o2)cc1
    -7, 6, 0.3, 25, 2, -4, 0.8, -4, -15
> COC(=O)CC1SC(=O)NC1=O (stereo not drawn)
    -24, 1, 2.9, 3, 0, -1, 0.8, -8, -12
> COc1ccc(NS(=O)(=O)c2cccc(C(=O)NNC(=O)c3cccc(NC(C)=O)c3)c2)cc1
    -18, 16, 0.1, -21, 1, 0, 1.5, -1, -14
> COc1ccccc1C(=O)Nc1ccc2c(c1)nc(CCNC(=O)c1ccco1)n2C
    1, -2, 0.5, 24, 6, 1, 1.4, 0, -7
> CC1CCC(NC(=O)C2CCN(c3nc4ccccc4s3)CC2)CC1 (stereo not drawn)
    -8, 2, 0.0, -21, 3, -2, 2.6, -5, -5
> CCCN(Cc1nnc(-c2ccccc2Cl)o1)C(=O)c1oc2ccccc2c1C
    4, 1, 0.4, 42, 6, -3, -1.0, -2, -21
> Cc1nn(Cc2ccccc2)c(Cl)c1/C=N/NC(=O)c1cccnc1
    2, 2, 0.6, 9, 1, -2, 0.9, -8, 1
> CCCn1c(/C=C/c2cc[n+](C)cc2)nc2ccccc21
    9, 0, -0.2, -14, 4, -4, 0.1, -3, 0
> O=C(Nc1sc2c(c1C(=O)O)CCCCC2)c1ccccc1F
    -10, 14, -2.1, 2, -2, -11, -1.5, -3, -4

Pulled by structure from the entries so far, 2 records:
The line under a structure holds: CHRM1 antagonist, M1 PAM, OXTR ag, TAAR1 antagonist, TAAR1 agonist, M1 ag, V1R ag counter, OXTR potentiator, CHO parental Ca
> COC(=O)CC1SC(=O)NC1=O (stereo not drawn)
    -24, 1, 2.9, 3, 0, -1, 0.8, -8, -12
> Cc1nn(Cc2ccccc2)c(Cl)c1/C=N/NC(=O)c1cccnc1
    2, 2, 0.6, 9, 1, -2, 0.9, -8, 1

Additional results follow.
The line under a structure holds: CHRM1 antagonist, M1 PAM, OXTR ag, TAAR1 antagonist, TAAR1 agonist, M1 ag, V1R ag counter, OXTR potentiator, CHO parental Ca
> COc1cccc(/C=N/NC(=O)c2nnn(-c3nonc3N)c2-c2cccs2)c1
    -4, -1, 8.1, 4, 18, 2, 8.6, -15, 8
> CCOC(=O)C1C(c2ccc(C)o2)NC(=O)NC1(O)C(F)(F)F (stereo not drawn)
    -13, 5, 2.0, -20, 1, -3, -0.2, 6, -9
> C/C(=N\Nc1ccccn1)c1ccc(C(C)C)cc1
    7, -3, -2.0, -5, 1, -7, -0.4, -20, -3
> Cc1cccc(/C=N/NC(=O)c2ccc(F)cc2)n1
    -7, 7, -0.1, -1, 0, -6, -1.6, -2, -5
> CCOC(=O)c1[nH]c2ccccc2c1N=CN(CC)CC
    -2, 2, -0.8, -1, 8, -6, 1.1, -4, -10
> Cc1ccc(-n2nnc3c(=O)n(CC(=O)c4ccccc4)cnc32)cc1
    -2, 1, -1.0, 3, -1, -3, 1.2, 0, -5
> O=C(Nc1ccccc1)O[C@@H]1C[C@H]2CCC(=O)N3CC[C@@H](C1)[C@@H]23
    x, x, 4.0, x, x, x, 2.4, 4, -6
> CCCCOc1ccc(C2(C)NC(=O)N(C)C2=O)cc1 (stereo not drawn)
    -7, 1, 0.9, 0, 4, -5, 0.7, 4, -3
> O=C(COC(=O)CCc1nc2ccccc2s1)Nc1ncc(Cl)cc1Cl
    -2, -4, -1.6, -2, 8, -10, 0.7, -7, -16
> Cc1ccnc(NC(=O)c2ccc(Cl)c([N+](=O)[O-])c2)c1
    -12, 12, -1.7, -35, -1, -11, -1.4, 3, -21
> O=C(NCc1cccnc1)c1c(O)c2cccc3c2n(c1=O)CCC3
    6, 4, -0.2, -19, 18, -8, -1.1, -9, -23
> COc1ccc(C(=O)Nc2ccccc2C(=O)NCCN2CCOCC2)cc1OC
    -8, 7, 0.6, 6, 3, -2, 2.0, -5, -9
> O=[N+]([O-])c1ccc(-c2cnc[nH]2)cc1
    -13, 13, -0.3, -1, 2, -3, -0.4, 4, -7
> O=C(O)c1ccccc1C(=O)Nc1ccccc1
    -3, 9, 1.5, -7, 7, -5, 2.1, -9, -19
> Cc1cc(C)nc(SCc2csc(-c3ccccc3)n2)n1
    -15, 4, -2.1, 7, 0, -7, 1.0, -1, -15
> COc1ccccc1CNC(=O)CCCn1nc(C)n2ccnc2c1=O
    -18, 8, -0.2, -9, 1, -3, 0.6, -5, 10
> NC(=O)NC(=O)CSc1nnc(-c2ccco2)n1Cc1ccccc1
    -15, 0, 0.9, -1, 4, -2, 0.1, 0, -14
> COc1cc(NC(=O)c2cc(Cl)ccc2Cl)ccc1-c1cc2ccccc2oc1=O
    -8, 6, 2.4, 7, 0, -5, 1.6, 0, -13
> CN(C)c1cccc2c(C=C(C#N)C#N)ccc(N(C)C)c12
    5, 1, -1.2, -3, -2, -10, -0.2, -7, -13
> Cc1cc(/C=C(\C#N)C(=O)N2CCOCC2)c(C)n1C1CCCC1
    -6, -3, 3.7, -13, 0, -3, 4.5, -15, -16
> COc1ccc(-c2cc(C(F)(F)F)nc(N3CCN(c4ccc(F)cc4)CC3)n2)cc1OC
    0, 3, x, 10, 3, -2, x, x, x
> COc1ccc(OC)c(CC(=O)N2CCc3cc(OC)c(OC)cc3C2)c1
    -4, 2, -0.1, 48, -2, -1, 1.7, -13, -6
> COc1ccccc1N1CCN(CC(O)COc2cccc3ccccc23)CC1 (stereo not drawn)
    -1&-16, -8&0, 0.6&1.6, 7&-11, 9&7, -1&-1, 1.1&1.6, 8&-2, -28&-15
> CSc1nsc(SCC(=O)Nc2cccc(C(=O)O)c2)n1
    -10, 11, 1.1, -3, 0, 1, 0.2, -2, 0
> COc1ccc(Br)cc1CN(C)C(=O)c1ccccc1OCc1c(C)noc1C
    5, -4, -2.3, 57*, 9, 0, 0.0, -5, -40
> COc1cccc(N2C(=O)CN(Cc3ccc(OC)c(OC)c3)C2=S)c1
    5, 2, 1.3, 11, 2, -3, 6.5, -21, -9
> O=C(/C=C/c1ccccc1)OCN1C(=O)c2ccccc2C1=O
    6, -6, -0.8, -1, 5, -3, 0.5, -7, -4
> COC(=O)C(O)(CC(=O)Nc1ccc(Cl)cc1Cl)C(F)(F)F (stereo not drawn)
    3, 8, 1.7, -8, 4, -8, 2.1, -2, -7
> COC(=O)Cn1ncc(N2C3CC(CC(C)(C)C3)C2C)c(Cl)c1=O (stereo not drawn)
    -5, 9, -0.5, -14, 0, -6, -0.5, 3, -5
> CCOC(=O)C1=C(N)OC2=C(C(=O)CC(C)(C)C2)C1c1ccco1 (stereo not drawn)
    6, 6, 0.8, 7, 0, -2, 0.8, -11, -10
> O=C(NCc1ccncc1)c1cc(F)c(F)cc1Cl
    -10, 9, 0.2, -9, 1, -1, 0.5, -2, -3
> COc1cc(OC)cc(C(=O)N2CCN=C2SCc2cccnc2)c1
    5, -6, 0.2, -22, 1, -13, -0.9, -2, 1
> Cc1ccc(CSc2sc(C(=O)c3ccccc3)c(N)c2C#N)cc1
    -8, 0, 0.0, 14, 5, -4, 0.7, -15, -21
> CC(C)Cn1c(SCC(=O)Nc2cccnc2Cl)nnc1-c1ccco1
    -4, 5, 0.4, -13, 0, -2, 0.9, 5, -15
> Cc1cccc2nc(CSc3ccccc3N)cn12
    -1, 0, -1.3, 13, 1, -5, -0.5, -13, -6

Bioassay records: PubChem BioAssay, The Scripps Research Institute Molecular Screening Center
